Assay outcomes deposited in PubChem BioAssay by Southern Research Specialized Biocontainment Screening Center.
tuberculosis growth = growth inhibition of non-replicating M. tuberculosis (AID 488890). Mycobacterium tuberculosis non-replicating, growth inhibition; higher % means a stronger effect. inhibition, % at 25 µM; hits with a dose series show IC50 in µM. hit rate 0.39% among 320,000; in the data active = a potency from the dose series; inconclusive = inhibition mostly from about 82% at the one dose, without a potency; inactive = the rest, 99 in 100 with inhibition below about 76%;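 note: plate controls were DMSO cells for no effect and high antibiotic wells for full effect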
H1N1 NS1A inhibition = H1N1 influenza NS1A inhibitors, functional cell based assay (AID 504329); one-dose inhibition, % at 12.5 µM; IC50 in µM for titrated hits; hit rate 0.3% among 340,000; NS1A functional cell-based assay, percent inhibition; higher % means a stronger effect; in the data active = a potency from the dose series; inconclusive = inhibition above about 27% without an active follow-up result; note: strong numbers were not always called active
PhoP GFP inhibition = PhoP regulon inhibitors, Salmonella typhi PhoP promoter GFP reporter, confirmatory (AID 1850); hit rate 0.33% among 310,000; inhibition, % at 50 µM, or IC50 in µM where a hit was titrated; Salmonella Typhi PhoP-promoter GFP reporter, fluorescence, 4 h; higher % means a stronger effect; in the data active = a potency from the dose series; inconclusive = inhibition mostly from about 25% at the one dose, without a potency; inactive = the rest, 99 in 100 with inhibition below about 19%;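 note: 0% = induced wells with vehicle and 100% = uninduced wells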
inhibitors of VEEV = inhibitors of VEEV TC-83 cytopathic effect, confirmation, Vero cells (AID 588727); Vero cells, VEEV TC-83 cytopathic effect inhibition; higher % means a stronger effect; inhibition, % at 20 µM; hits with a dose series show IC50 in µM; hit rate 0.13% among 350,000; in the data active = a potency from the dose series; inconclusive = inhibition mostly from about 14% at the one dose, without a potency; inactive = the rest, 99 in 100 with inhibition below about 12%; note: strong numbers were not always called active
H37Rv inhibition = M. tuberculosis growth inhibition, HTS (AID 449762); one-dose inhibition, % at 25 µM; IC50 in µM for titrated hits; M. tuberculosis H37Rv growth inhibition, 7H9 media; higher % means a stronger effect; hit rate 0.59% among 330,000; in the data active = a potency from the dose series; inconclusive = inhibition above about 70% without an active follow-up result;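 note: bacterial growth assessed after seven days of incubation; strong numbers were not always called active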
inhibitors of VEEV 10K pilot screen = recorded beside inhibitors of VEEV, whose call it bears; inhibition, %; measured here: 10K pilot screen inhibition
* hit, by the source's call; i = inactive; ? = inconclusive; / = no result given.

Preview (two entries):
SMILES	tuberculosis growth	H1N1 NS1A inhibition	PhoP GFP inhibition	inhibitors of VEEV	H37Rv inhibition	others
O=C(O)c1ccc(COc2ccc([N+](=O)[O-])cc2)o1	-6%	-1%	-4%	1.2%	-1%
COc1cccc(NC(=O)CCCNC(=O)Cn2cnc3sc(C)c(C)c3c2=O)c1	-8%	-8%	-3%	0.1%	1%

Results, from the start:
SMILES	tuberculosis growth	H1N1 NS1A inhibition	PhoP GFP inhibition	inhibitors of VEEV	H37Rv inhibition	others
O=C(O)c1ccc(COc2ccc([N+](=O)[O-])cc2)o1	-6%	-1%	-4%	1.2%	-1%
COc1cccc(NC(=O)CCCNC(=O)Cn2cnc3sc(C)c(C)c3c2=O)c1	-8%	-8%	-3%	0.1%	1%
CCN(CC(=O)NCc1cccs1)S(=O)(=O)c1cc(NC(C)=O)ccc1OC	-3%	6%	/	i	-4%
CCNC(=O)c1ccc(NS(=O)(=O)c2ccc3[nH]c(=O)[nH]c3c2)cc1	-1%	-5%	-9%	3.3%	-5%
Cc1ccc(C)c(N2CCN(CC3CCCCC3)CC2)c1	26%	-3%	-6%	1.0%	38%
COc1ccc(NC(=O)CN2CCC(C(=O)c3ccc(F)cc3)CC2)c(OC)c1	37%	-6%	6%	2.0%	0%
Cc1cccc(-n2c(-c3ccco3)nc3nc4ccccc4nc32)c1	-5%	/	4%	/	-3%
O=C(CCc1nc2ccccc2c(=O)[nH]1)Nc1cc(Cl)ccc1N1CCCC1	6%	-7%	/	1.4%	-2%
COc1cc(C(=O)Nc2cccc(-c3nnc(-c4ccco4)o3)c2)ccc1OC(C)=O	46%	10%	-1%	8.6%	5%
CCn1c(=O)c2ccccc2n(CC(=O)NCCC2=CCCCC2)c1=O	-6%	4%	2%	1.1%	-9%
CC(C)CNC(=O)C1CCCN(S(=O)(=O)c2ccc(-n3cnnn3)cc2)C1 (configuration not stated)	-11%	28%	11%	0.1%	-3%
Cn1c(N)c(C(=O)COC(=O)c2cc(C3CC3)nc3ccccc23)c(=O)n(Cc2ccccc2)c1=O	19%	-8%	-7%	5.1%	?
CC1(C)CC(CCN)(Cc2ccccc2Cl)CCO1 (configuration not stated)	3%	-2%	3%	i	-2%
CC(OC(=O)C1CC1)C(=O)Nc1ccc([N+](=O)[O-])cc1Cl (configuration not stated)	30%	-2%	7%	1.3%	3%
O=C(CSc1nnnn1-c1ccccc1)Nc1ccccc1	55%	0%	-7%	0.1%	-1%
CCOc1nc(-c2ccccc2Cl)nc2ccccc12	-4%	/	5%	i	5%
CC1CC(C)CN(S(=O)(=O)c2ccc(NC(=O)C3CC(=O)N(Cc4ccccc4)C3)cc2)C1 (configuration not stated)	17%	-9%	10%	5.5%	5%
CCOc1ccc(C(=O)NCCn2cc(SCC(=O)Nc3cc(C)on3)c3ccccc32)cc1	15%	34%	-7%	8.6%	7%
CC1CN(C(=O)COC(=O)c2ccc(Cl)nc2)CC(C)O1 (configuration not stated)	18%	-1%	21%	0.1%	-5%
COc1ccccc1C1(O)C(=O)Nc2ccc(C)cc21 (configuration not stated)	-3%	2%	1%	0.7%	-8%

Reprinted at random: 4 records from the list.
SMILES	tuberculosis growth	H1N1 NS1A inhibition	PhoP GFP inhibition	inhibitors of VEEV	H37Rv inhibition	others
Cn1c(N)c(C(=O)COC(=O)c2cc(C3CC3)nc3ccccc23)c(=O)n(Cc2ccccc2)c1=O	19%	-8%	-7%	5.1%	?
CC(C)CNC(=O)C1CCCN(S(=O)(=O)c2ccc(-n3cnnn3)cc2)C1 (configuration not stated)	-11%	28%	11%	0.1%	-3%
CCOc1ccc(C(=O)NCCn2cc(SCC(=O)Nc3cc(C)on3)c3ccccc32)cc1	15%	34%	-7%	8.6%	7%
CC1CC(C)CN(S(=O)(=O)c2ccc(NC(=O)C3CC(=O)N(Cc4ccccc4)C3)cc2)C1 (configuration not stated)	17%	-9%	10%	5.5%	5%

Additional structures
SMILES	tuberculosis growth	H1N1 NS1A inhibition	PhoP GFP inhibition	inhibitors of VEEV	H37Rv inhibition	others
O=[N+]([O-])c1cccc(S(=O)(=O)c2ccc(N3CCCCC3)c([N+](=O)[O-])c2)c1	-13%	14%	-14%	i	10%
Cn1c(SCC(=O)Nc2sccc2C(N)=O)nnc1-c1ccncc1	-8%	5%	11%	0.5%	-2%
CC1CN(CC(O)COc2ccccc2C(C)(C)C)CC(C)O1 (configuration not stated)	12%	-1%	-5%	i	-2%
N#C/C(Cn1c[n+](NC(=O)Nc2ccccc2)cn1)=N/O	-9%	-1%	-4%	6.3%	2%
O=C(NNS(=O)(=O)c1ccccc1C(F)(F)F)c1cccc(S(=O)(=O)Nc2ccccc2Cl)c1	8%	-3%	-2%	1.3%	7%
O=C(CN1CCN(c2ccc(O)cc2)CC1)NC1CCCc2ccccc21 (configuration not stated)	-3%	/	-3%	/	0%
Cc1cc(C)n(CCCNC(=O)Cn2nnnc2CN2C[C@@H](C)O[C@@H](C)C2)n1	-21%	2%	4%	1.4%	-5%
NC(=O)c1nn(-c2ccccc2)nc1NC(=O)CN1CCCCC1	20%	-2%	-7%	0.9%	3%
CC1Cc2ccccc2N1C(=O)c1ccc2c(c1)OCO2 (configuration not stated)	7%	-10%	-5%	3.8%	0%
CCCn1nnnc1NCc1ccc(N(CC)CC)cc1	-3%	7%	-4%	i	-6%
CC(C)(C)c1cc(C(=O)N/N=C/c2ccc(O)cc2)n(-c2ccccc2)n1	44%	21%	0%	3.6%	4%
Cc1ccc(C(C(=O)NC2CCCCC2)N(Cc2cccnc2)C(=O)c2csnn2)cc1 (configuration not stated)	0%	4%	8%	0.4%	-9%
COc1ccc(C2=NN(C(=O)CSc3ncccn3)C(c3cccc(OC)c3OC)C2)cc1 (configuration not stated)	2%	-8%	-2%	1.6%	3%
O=C(Cn1cnc2c(oc3ccccc32)c1=O)N1CCCc2ccccc21	12%	8%	2%	8.2%	4%
CCS(=O)(=O)Nc1cccc(C2=NN(S(=O)(=O)c3ccc(C)cc3)C(c3ccco3)C2)c1 (configuration not stated)	6%	16%	2%	0.6%	6%
COc1ccc(SC[C@H](CC(C)C)N2CCN(C)CCC2=O)cc1	-11%	3%	-5%	i	2%
O=C(CCCc1c[nH]c2ccccc12)NCC1COc2ccccc2O1 (configuration not stated)	22%	-1%	-2%	1.0%	1%
COc1ccc(C(=O)NCCS(=O)(=O)NCCc2ccccc2)cc1	7%	-2%	-3%	1.9%	-4%
Cn1cccc1CC(=O)N/N=C/c1ccco1	5%	/	1%	0.4%	-2%
CC(=O)Nc1ccc(NC(=O)C(C)OC(=O)CCC2CCCC2)cc1 (configuration not stated)	17%	-9%	1%	1.5%	-1%
Cn1c(SCC(=O)N2c3ccccc3CCc3ccccc32)nnc1-c1cc2ccccc2cc1O	61%	-1%	0%	8.4%	-4%
CCOC(=O)c1c(C)nn(-c2ncccc2NC(=O)NC(C)C)c1C	/	-25%	-1%	1.3%	-2%
C[C@@H]1CC=C[C@H]2[C@H]1C(=O)N(Cc1ccccc1)[C@H]2c1ccc(-c2cc3ccccc3s2)cc1F	21%	-4%	18%	i	6%
O=C(c1ccco1)C(O)c1ccco1 (configuration not stated)	55%	-6%	-5%	3.0%	2%
CC(C)(C)NCC(O)COc1cccc2c1CCC(=O)N2 (configuration not stated)	-1%	-1%	1%	1.1%	14%
Cc1ccc(S(=O)(=O)N2[C@@H](c3ccc(Cl)cc3)C(C(=O)O)=C[C@H]2C(C)(C)C)cc1	44%	-30%	/	0.7%	0%
COc1ccc(S(=O)(=O)N2CCOCC2)cc1NC(=O)c1cccc(Cl)c1	7%	-12%	4%	8.6%	-5%
COc1cc(/C=N/NC(=O)c2ccncc2)cc2c1OCO2	57%	1%	-5%	0.5%	?
Nc1cc(=O)[nH]c(SCc2nnnn2-c2ccc(Cl)cc2)n1	7%	-2%	-25%	0.3%	-1%
CCn1c(NCc2ccccc2NS(=O)(=O)c2ccc(C)cc2)nc2ccccc21	11%	-4%	2%	0.4%	-4%
CCOc1ccc(C(=O)NCC(=O)NNC(=O)CN(C)S(=O)(=O)c2ccc(Cl)cc2)cc1OCC	/	-17%	/	2.0%	/
CCOC(=O)N1CCN(CC(O)COc2c(C)cc(C)cc2C)CC1 (configuration not stated)	-3%	1%	7%	1.0%	2%
Cc1sc2nc(SCC(=O)Nc3cccc(S(N)(=O)=O)c3)[nH]c(=O)c2c1C	7%	-16%	/	i	5%
COc1cccc(-c2cc(C(=O)N3CC4(C)CC3CC(C)(C)C4)no2)c1 (configuration not stated)	32%	24%	0%	i	?
C=CCNc1nc(-c2cc3ccccc3o2)cs1	57%	39%	-2%	2.4%	5%
Cc1cc(=O)[nH]c(SC(C(=O)O)c2ccccc2)n1 (configuration not stated)	9%	13%	-4%	1.5%	3%	inhibitors of VEEV 10K pilot screen=0.9
COc1ccc(N/C=C/C(=O)c2sc(-c3ccccc3)nc2C)cc1	52%	9%	-11%	8.6%	31µM*
CCO[C@@H]1OC(C(=O)N2CCN(Cc3ccccc3)CC2)=C[C@H](c2ccccc2)[C@H]1CCCO	11%	0%	6%	4.5%	-6%
O=C(CNc1c(Br)cc(Br)cc1Br)NN=C1CCCCC1	-7%	/	-4%	/	-2%
NC(=O)C1(NC(=O)[C@@H]2CC3(CC(c4cccc(NC(=O)[C@@H]5CCC(=O)N5)c4)=NO3)CN2C(=O)c2ccccc2)CC1 (some centres not stated)	0%	12%	-28%	0.5%	2%
CCCCn1c2ccc(F)cc2c2nnc(SCCN3CCCCC3)nc21	/	-9%	/	0.1%	/
CC(=O)c1ccc(NC(=O)c2noc3c2CCC3)cc1	?	-4%	7%	0.8%	-8%
Cc1ccc(NC(=O)CSc2nnc3n2CCCCC3)cc1	-9%	-8%	-1%	0.1%	-11%
Cc1cccc(C(=O)OCC(=O)NCC(C)C)c1O	61%	6%	-4%	0.9%	-6%
COc1ccc(N2CCN(C(=O)CNC(=O)c3cccc(Br)c3)CC2)cc1	22%	-5%	2%	1.7%	-1%
CN(C)c1ccc(CC2C(=O)Nc3ccccc32)cc1 (configuration not stated)	51%	6%	9%	0.6%	-12%
CCOc1cc(N2CCOCC2)c(OCC)cc1NC(=O)CN1C(=O)NC(C)(C2CC2)C1=O (configuration not stated)	22%	-2%	13%	1.6%	8%
Cc1ccsc1CNCCc1ccccc1F	14%	-3%	8%	i	-1%
CCOC(=O)N1CCN(S(=O)(=O)c2ccc(C)c(C)c2)CC1	2%	2%	-10%	0.5%	7%
O=c1c2ccccc2nc(N/N=C/c2c(O)ccc3ccccc23)n1O	-5%	26%	25µM*	12%	2%
CCOC(=O)c1c(-c2ccc(OC)cc2)csc1NC(=O)CCN1C(=O)c2ccccc2C1=O	25%	2%	-6%	3.5%	6%
CC(=O)C12OC(C)(C)OC1CC1C3CCC4=CC(=O)C=CC4(C)C3(F)C(O)CC12C (configuration not stated)	/	-9%	/	i	/
CCCc1cc(=O)oc2cc(C)cc(OCC(=O)Nc3ccc(CN4CCOCC4)cc3)c12	25%	1%	14%	6.9%	34%
O=C(COc1ccc([N+](=O)[O-])cc1)N/N=C/c1ccccn1	65%	0%	6%	i	1%
COc1ccccc1OCCNC(=O)c1ccc2c(c1)CCC2	12%	14%	18%	2.1%	-2%
O=P(O)(O)CP(=O)(O)O	0%	/	-8%	/	0%
CO/N=C\CC(=O)Nc1ccc(F)cc1	-7%	-4%	6%	i	2%
N#Cc1ccc(C(=O)Nc2cc(-c3ccc(F)cc3)nn2-c2ccccc2)cc1	0%	5%	0%	1.6%	7%
COc1ccc(NC(=O)c2cnn(-c3ccccc3)c2C)cc1	13%	19%	5%	4.5%	-1%
O=C(CC1OC(=O)c2ccccc21)Nc1cc(S(=O)(=O)N2CCOCC2)ccc1OCC(F)(F)F (configuration not stated)	4%	1%	-4%	i	1%
Nc1c(C(=O)Nc2ccc(Cl)cc2)oc2ccccc12	/	6%	-1%	1.3%	1%
CN(C)CCC1c2ccc(Cl)cc2CCc2cccnc21 (configuration not stated) (tested in a mixture with another compound)	-3%	-24%	-5%	1.2%	5%
Cc1ccc(NC(=O)CCNC(=O)c2ccc(Cl)cc2)nc1	53%	9%	-5%	11%	3%

Arranged by heavy-atom count (falling): part of the list above
SMILES	tuberculosis growth	H1N1 NS1A inhibition	PhoP GFP inhibition	inhibitors of VEEV	H37Rv inhibition	others
O=C(CC1OC(=O)c2ccccc21)Nc1cc(S(=O)(=O)N2CCOCC2)ccc1OCC(F)(F)F (configuration not stated)	4%	1%	-4%	i	1%
CCOC(=O)c1c(-c2ccc(OC)cc2)csc1NC(=O)CCN1C(=O)c2ccccc2C1=O	25%	2%	-6%	3.5%	6%
CCCc1cc(=O)oc2cc(C)cc(OCC(=O)Nc3ccc(CN4CCOCC4)cc3)c12	25%	1%	14%	6.9%	34%
